BioA inh – blocks M. tuberculosis BioA enzyme activity; purified M. tuberculosis BioA enzyme, plate reader; inhibition, % at 9.99 µM; 360,000 compounds, 0.096% hits; in the data active = inhibition above about 40%
An asterisk follows results filed as active; & = joins results of further samples. These rows are one share of the data; the hit share may differ from the screen's.

SMILES | BioA inh
C[C@@H]1CN([C@H](C)CO)C(=O)Cc2cc(NS(=O)(=O)c3cn(C)cn3)ccc2O[C@H]1CN(C)C(=O)NC1CCCCC1 | -0.7
N#C[C@H]1[C@H](c2ccc(-c3cccc(F)c3)cc2)[C@H](CO)N1S(=O)(=O)c1cccc(F)c1 | -1.8
Cc1ccccc1S(=O)(=O)NCC[C@@H]1CC[C@@H](NC(=O)C2CC2)[C@H](CO)O1 | -0.9
C[C@@H]1CN([C@@H](C)CO)C(=O)Cc2cc(NC(=O)Cc3ccccc3)ccc2O[C@H]1CN(C)S(=O)(=O)c1ccc(F)cc1 | -0.4
CN(C)CC(=O)N[C@H]1C=C[C@@H](CC(=O)NCc2ccc(Cl)cc2)O[C@@H]1CO | -0.1
C[C@@H]1CN([C@H](C)CO)C(=O)c2cc(NC(=O)Nc3ccc4c(c3)OCO4)ccc2O[C@@H]1CN(C)Cc1ccccc1 | 0.2
O=C(C[C@H]1C[C@@H]2c3cc(NC(=O)Nc4ccc(C(F)(F)F)cc4)ccc3O[C@@H]2[C@@H](CO)O1)NCc1ccc2c(c1)OCO2 | -1.4
COc1cccc(C(=O)Nc2ccc3c(c2)C(=O)N(C)[C@H]2CC[C@@H](CC(=O)NCC4CC4)O[C@@H]2CO3)c1 | 0.5
C[C@H](O)C#Cc1ccc([C@@H]2[C@@H](CO)N3CCCCN(C(=O)c4ccc(F)cc4)C[C@H]23)cc1 | 8.1
C[C@H]1CN([C@@H](C)CO)C(=O)c2cc(C#Cc3ccccc3)cnc2O[C@@H]1CN(C)C(=O)C1CC1 | 1.2
CO[C@@H]1CN(C)C(=O)c2cc(NC(=O)C3CCC3)ccc2OC[C@H](C)N(CC2CCCCC2)C[C@@H]1C | 1.7
CN1CCN(C(=O)C[C@H]2CC[C@@H]3[C@H](COC[C@H](O)CN3Cc3cccc(F)c3)O2)CC1 | -1.4
O=C(NCC[C@@H]1CC[C@H](NC(=O)Nc2cc(F)ccc2F)[C@H](CO)O1)Nc1ccc(F)cc1 | 11
C[C@H](CO)N1C[C@H](C)[C@@H](CN(C)C(=O)NC2CCCCC2)Oc2cc(/C=C/c3ccccc3)ccc2S1(=O)=O | -0.4
COCC(=O)Nc1ccc2c(c1)OC[C@@H](C)N(C(=O)Cc1ccccn1)C[C@@H](C)[C@H](OC)CN(C)C2=O | -0.8
Cc1noc(C)c1NC(=O)NCC[C@H]1CC[C@H](NC(=O)c2ccc(F)cc2)[C@@H](CO)O1 | -1.6
C[C@H](CO)N1C[C@H](C)[C@@H](CN(C)C(=O)Nc2ccccc2)Oc2c(NC(=O)C3CCOCC3)cccc2C1=O | -0.8
COC(=O)[C@H]1[C@H](CO)[C@H]2Cn3c(ccc(C4=CCCCC4)c3=O)[C@H]2N1CCC(F)(F)F | -0.7
COc1ccc(NC(=O)Nc2ccc3c(c2)CC(=O)N([C@@H](C)CO)C[C@H](C)[C@H](CN(C)C(=O)Nc2ccccc2)O3)cc1 | 0.9
C[C@@H]1CN([C@H](C)CO)C(=O)c2cc(NC(=O)NC3CCCCC3)ccc2O[C@@H](C)CCCCO[C@@H]1CN(C)Cc1ccc(C(F)(F)F)cc1 | -1.2
COc1ccc(S(=O)(=O)Nc2ccc3c(c2)C(=O)N([C@@H](C)CO)C[C@H](C)[C@H](CN(C)Cc2ccc(C(F)(F)F)cc2)OCCCC[C@@H](C)O3)cc1 | -0.6
COc1ccc(NC(=O)N2CCCCN3[C@H](C2)[C@H](c2ccc(C#CCC(C)C)cc2)[C@@H]3CO)cc1 | 3.0
COc1ccc(NC(=O)N[C@H]2CC[C@@H](CCNS(=O)(=O)c3ccccc3F)O[C@@H]2CO)cc1 | -0.8
C[C@@H]1CN([C@H](C)CO)C(=O)c2cc(/C=C/c3ccccc3)cnc2O[C@@H]1CN(C)S(=O)(=O)c1ccccc1 | -2.1
COc1ccc(-c2ccc3c(c2)O[C@H](CN(C)Cc2ccccc2C(=O)O)[C@H](C)CN([C@@H](C)CO)S3(=O)=O)cc1 | 23
C[C@@H]1CN([C@H](C)CO)C(=O)c2cccc(NC(=O)Nc3ccc(F)cc3)c2O[C@H]1CN(C)S(C)(=O)=O | -0.7
O=C(Cc1ccncc1)N1CC[C@@H]2[C@H](CO)Nc3ccc(-c4ccccc4F)cc3[C@@H]21 | -2.7
C/C=C/c1ccc2c(c1)O[C@H](CN(C)Cc1ccccn1)[C@@H](C)CN([C@@H](C)CO)S2(=O)=O | 8.4
Cc1noc(C)c1S(=O)(=O)Nc1ccc2c(c1)C(=O)N([C@@H](C)CO)C[C@@H](C)[C@H](CN(C)C(=O)NC(C)C)O2 | -1.5
C[C@@H]1CN([C@H](C)CO)C(=O)c2cccc(NC(=O)c3ccc(-c4nccs4)cc3)c2O[C@@H]1CN(C)C | -0.4
O=C(CN1CCOCC1)N[C@@H]1CC[C@H](CCNC(=O)Nc2cc(F)ccc2F)O[C@H]1CO | -0.2
CNC[C@H]1Oc2ccc(NS(=O)(=O)c3ccc(OC)cc3)cc2C(=O)N([C@@H](C)CO)C[C@H]1C | -0.9
COc1ccc(S(=O)(=O)N(C)C[C@@H]2OCCCC[C@H](C)Oc3ccc(NS(=O)(=O)c4cccs4)cc3C(=O)N([C@@H](C)CO)C[C@H]2C)cc1 | -0.5
COc1ccc(NC(=O)Nc2ccc3c(c2)C(=O)N([C@@H](C)CO)C[C@H](C)[C@@H](CN(C)C(=O)Nc2ccc(OC)cc2)O3)cc1 | -0.8
CCCN(C)C[C@H]1Oc2ncc(-c3ccccc3F)cc2C(=O)N([C@@H](C)CO)C[C@@H]1C | 0.8
COc1ccc(NC(=O)Nc2ccc3c(c2)C(=O)N([C@H](C)CO)C[C@H](C)[C@@H](CN(C)Cc2ccc(C(F)(F)F)cc2)OCCCC[C@@H](C)O3)cc1 | -1.1
O=C(Nc1ccccc1)Nc1ccc2c(c1)[C@H]1C[C@H](CC(=O)N3CCOCC3)O[C@H](CO)[C@H]1O2 | 2.8
COc1ccc(NC(=O)Nc2ccc3c(c2)[C@@H]2C[C@H](CC(=O)NCc4ccccn4)O[C@H](CO)[C@@H]2O3)cc1 | -2.5
COc1ccccc1-c1cnc2c(c1)C(=O)N([C@H](C)CO)C[C@@H](C)[C@H](CN(C)Cc1cccc(F)c1)O2 | 7.9
COc1ccccc1C#Cc1ccc([C@@H]2[C@@H](CO)N(C(=O)C3CC3)[C@H]2C#N)cc1 | -1.3
O=C(NCC[C@@H]1CC[C@@H](NC(=O)C2CC2)[C@@H](CO)O1)c1ccc(F)cc1 | -1.4
COc1cccc(NC(=O)N(C)C[C@@H]2Oc3ncc(C#Cc4cccnc4)cc3C(=O)N([C@H](C)CO)C[C@H]2C)c1 | 12
C[C@H](CO)N1C[C@H](C)[C@H](CN(C)S(=O)(=O)c2ccccc2)Oc2ncc(/C=C/c3ccccc3)cc2C1=O | 0.2&0.8
C[C@H](NC(=O)C[C@@H]1CC[C@H](NC(=O)Cc2ccccn2)[C@H](CO)O1)c1ccccc1 | 0.7
Cc1noc(C)c1S(=O)(=O)N(C)C[C@H]1OCCCC[C@H](C)Oc2ccc(NC(=O)Nc3ccccc3)cc2C(=O)N([C@H](C)CO)C[C@H]1C | 0.8
O=C(Nc1ccc2c(c1)OCO2)N[C@H]1CC[C@H](CCNC(=O)C2CCCCC2)O[C@@H]1CO | 4.4
CN1C(=O)c2cc(NC(=O)c3cnccn3)ccc2OC[C@@H]2O[C@H](CC(=O)N[C@H]3CCN(Cc4ccccc4)C3)CC[C@H]21 | 7.2
CO[C@@H]1CC[C@H]2CCN(C)C(=O)C[C@H](c3ccccc3)CN(C)C(=O)c3cccc(C#N)c3OC[C@H]1O2 | -0.9
C[C@@H]1CN([C@H](C)CO)C(=O)c2cccc(NC(=O)NC3CCCCC3)c2O[C@@H]1CN(C)C(=O)Nc1ccc(F)cc1 | 1.8
COc1ccc(S(=O)(=O)Nc2cccc3c2O[C@@H](CN(C)CC2CCCCC2)[C@@H](C)CN([C@@H](C)CO)C3=O)cc1 | -0.5
NCC[C@@H]1CC[C@H](NC(=O)Nc2ccc(F)cc2)[C@@H](CO)O1 | 2.6
C[C@@H]1CN([C@H](C)CO)C(=O)c2cc(C3=CCCCC3)cnc2O[C@@H]1CN(C)Cc1ccccn1 | 0.2
CN1CCN(C(=O)C[C@H]2C[C@@H]3c4cc(NC(=O)Nc5ccc(F)cc5)ccc4O[C@@H]3[C@@H](CO)O2)CC1 | 0.5
COc1ccc(S(=O)(=O)N(C)C[C@@H]2Oc3ccc(NC(=O)c4ccncc4)cc3C(=O)N([C@H](C)CO)C[C@@H]2C)cc1 | -0.9
CO[C@@H]1CN(C)C(=O)c2ccc(NC(=O)Nc3cccc(F)c3)cc2OC[C@@H](C)N(C(=O)Nc2c(C)noc2C)C[C@H]1C | 2.2
C[C@@H]1CN([C@@H](C)CO)C(=O)c2cc(NC(=O)Nc3ccc4c(c3)OCO4)ccc2O[C@@H]1CN(C)C(=O)Nc1ccc(C(F)(F)F)cc1 | -2.2
CCCNC(=O)C[C@H]1C[C@@H]2c3cc(NS(=O)(=O)c4ccc(F)cc4)ccc3O[C@@H]2[C@@H](CO)O1 | -1.2
CS(=O)(=O)N1[C@@H]2c3ccc(C4=CCCC4)c(=O)n3C[C@@H]2[C@@H](CO)[C@@H]1C(=O)NCCc1ccncc1 | 0.2
CCCNC(=O)[C@@H]1[C@@H](CO)[C@@H]2Cn3c(ccc(C4=CCCC4)c3=O)[C@@H]2N1C(=O)C1CC1 | -0.3
CC=Cc1ccc2n(c1=O)C[C@@H]1[C@@H](CO)[C@H](C(=O)NCC(F)(F)F)N(CC3CC3)[C@H]21 (mixture of isomers) | 1.6

Three consecutive entries out of the list so far, for reference:
SMILES | BioA inh
C[C@@H]1CN([C@H](C)CO)C(=O)c2cc(C3=CCCCC3)cnc2O[C@@H]1CN(C)Cc1ccccn1 | 0.2
CN1CCN(C(=O)C[C@H]2C[C@@H]3c4cc(NC(=O)Nc5ccc(F)cc5)ccc4O[C@@H]3[C@@H](CO)O2)CC1 | 0.5
COc1ccc(S(=O)(=O)N(C)C[C@@H]2Oc3ccc(NC(=O)c4ccncc4)cc3C(=O)N([C@H](C)CO)C[C@@H]2C)cc1 | -0.9

Four of these compounds in another layout:
COc1ccc(S(=O)(=O)N(C)C[C@@H]2Oc3ccc(NC(=O)c4ccncc4)cc3C(=O)N([C@H](C)CO)C[C@@H]2C)cc1
  BioA inh: -0.9
COc1cccc(NC(=O)N(C)C[C@@H]2Oc3ncc(C#Cc4cccnc4)cc3C(=O)N([C@H](C)CO)C[C@H]2C)c1
  BioA inh: 12
COc1ccc(S(=O)(=O)Nc2cccc3c2O[C@@H](CN(C)CC2CCCCC2)[C@@H](C)CN([C@@H](C)CO)C3=O)cc1
  BioA inh: -0.5
C[C@@H]1CN([C@H](C)CO)C(=O)c2cc(C3=CCCCC3)cnc2O[C@@H]1CN(C)Cc1ccccn1
  BioA inh: 0.2

Next section
SMILES | BioA inh
CC(C)NC(=O)N1CC[C@@H]2[C@H]1c1cc(-c3cccc(F)c3)ccc1N(C)[C@H]2CO | 4.2
CNC[C@@H]1Oc2ccc(NC(=O)C3CCCCC3)cc2CC(=O)N([C@@H](C)CO)C[C@H]1C | -1.2
CCOC(=O)/C=C/c1c(OC)cccc1OC | 0.4
CO[C@H]1CC[C@@H]2CCOc3c(C#N)cccc3C(=O)N(C)C[C@@H](C)C(=O)N(C)C[C@H]1O2 | -2.7
C[C@@H]1CN([C@@H](C)CO)C(=O)c2cc(NS(=O)(=O)c3ccc(F)cc3)ccc2O[C@@H](C)CCCCO[C@@H]1CN(C)S(=O)(=O)c1cccs1 | -1.3
C[C@@H]1CN([C@@H](C)CO)C(=O)c2cc(NC(=O)CCCN(C)C)ccc2O[C@@H](C)CCCCO[C@@H]1CN(C)Cc1ccc(C(F)(F)F)cc1 | -1.2
CCCN1C[C@H](C)[C@H](OC)CN(C)C(=O)c2ccc(NC(=O)c3cnccn3)cc2OC[C@H]1C | 4.6
COc1ccc(S(=O)(=O)N(C)C[C@@H]2Oc3ccc(NC(=O)Nc4ccc(F)cc4)cc3C(=O)N([C@@H](C)CO)C[C@H]2C)cc1 | 1.9
O=C(C[C@H]1C=C[C@@H](NC(=O)c2cccc(F)c2)[C@H](CO)O1)NCCN1CCCC1 | -1.2
COc1ccc(NC(=O)N(C)C[C@@H]2OCCCC[C@H](C)Oc3ccc(NC(=O)Nc4ccc(F)cc4)cc3C(=O)N([C@@H](C)CO)C[C@@H]2C)cc1 | -1.5
COC(=O)C[C@@H]1CC[C@@H]2[C@H](COc3ccc(NC(=O)Nc4ccccc4C)cc3C(=O)N2C)O1 | -0.6
COc1ccc(CN(C)C[C@H]2Oc3ccc(NS(=O)(=O)c4cccs4)cc3C(=O)N([C@@H](C)CO)C[C@@H]2C)cc1 | -3.8
C[C@@H]1CN([C@H](C)CO)C(=O)c2cccc(NC(=O)c3ccc(-c4nccs4)cc3)c2O[C@H]1CN(C)C(=O)Nc1cccc2ccccc12 | -0.8
O=S(=O)(NC[C@H]1N[C@H](CO)[C@@H]1c1ccccc1)c1ccccc1 | 0.2
CCCNC(=O)N(C)C[C@H]1Oc2ncc(C#C[C@@H](C)O)cc2C(=O)N([C@H](C)CO)C[C@H]1C | 1.7
CCCC(=O)N1C[C@H]2[C@@H](c3ccccc31)[C@H](CO)N2C(=O)Nc1ccc(F)cc1 | -2.3
CO[C@H]1CN(C)C(=O)c2ccc(NC(=O)Nc3cccc(F)c3)cc2OC[C@@H](C)N(C(C)=O)C[C@H]1C | 4.0
C[C@@H]1CN([C@@H](C)CO)C(=O)c2cc(NS(=O)(=O)c3cn(C)cn3)ccc2O[C@H]1CN(C)C(=O)NC1CCCCC1 | -1.3
Cc1noc(C)c1NC(=O)N(C)C[C@H]1OCCCC[C@@H](C)Oc2ccc(NS(=O)(=O)c3ccc(F)cc3)cc2C(=O)N([C@@H](C)CO)C[C@@H]1C | 0.9
CN(C)C(=O)C[C@H]1CC[C@H]2[C@@H](COC[C@@H](O)CN2C(=O)C2CC2)O1 | -2.3
